Screening data: PubChem, Southern Research Specialized Biocontainment Screening Center
UTI89 phage lysis: inhibition of K1F phage lysis, E. coli UTI89, bacterial capsule biogenesis inhibitors, alamar blue (AID 488966) | E. coli UTI89 K1F phage lysis, alamar blue, 2 h; higher % means a stronger effect | inhibition, % at 100 µM, or IC50 in µM where a hit was titrated | 340,000 tested, 0.02% active;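 active = phage lysis inhibition, versus mean bacterial control, above a set limit; inconclusive = no clear call, values can overlap the other calls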;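 note: capsule biogenesis inhibitors block K1F phage lysis so surviving cells raise fluorescence; higher fluorescence means more inhibition of phage lysis; actives were called in the ten point dose series up to 300 µM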
NS5 inhibitors: Dengue-2 NS5 methyltransferase inhibitors, primary screen, biochemical, confirmation dose response (AID 588689) | 340,000 tested, 0.3% active | Dengue-2 NS5 methyltransferase capping enzyme assay, biochemical; higher % means a stronger effect | inhibition, % at 25 µM; hits with a dose series show IC50 in µM; in the data active = a potency from the dose series; inconclusive = inhibition above about 29% without an active follow-up result
MgcRacGAP inhibition: MgcRacGAP GTPase-activating activity inhibitors, confirmation, biochemical, ADP Hunter fluorescence | inhibition, % at 30 µM; hits with a dose series show IC50 in µM | MgcRacGAP-stimulated Rac1 GTP hydrolysis, ADP Hunter fluorescence; higher % means a stronger effect; GST-tagged Rac1 F28L mutant substrate | AID 624330 | 340,000 tested, 0.6% active;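 active = first-screen hits whose inhibition reached a set limit at any dose in the follow-up dose series; inconclusive = inhibition above the set first-screen limit but never retested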;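 note: fluorescence reports GDP produced by GAP-driven GTP hydrolysis; strong numbers were not always called active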
NS5 inhibitors pilot replicate: also measured in NS5 inhibitors; calls as there; inhibition, %; measured here: pilot screen replicate inhibition
* marks the source's active call; other numbers are inactive results; ? = inconclusive; [ ] = dose if it differs, or a comment. This is a subset; the hit share may differ from the screen's.

SMILES | UTI89 phage lysis | NS5 inhibitors | MgcRacGAP inhibition | others
OC(c1ccccc1)C(Nc1ccccn1)c1ccccc1 (stereo not given) | -2.1% | -2% | 1%
O=C(C=Cc1cccc(O)c1)c1ccccc1O | -4.0% | -34% | 0%
Cc1cc(/C=C2/C(=N)N3C(c4ccccc4)=CSC3=NC2=O)c(C)n1-c1ccc(Cl)cc1 | 0.1% | 0% | 0%
COc1cc(CCc2ccccc2)c(C(=O)O)c(O)c1C/C=C(/C)CCC=C(C)C | -0.5% | 18% | -1% | NS5 inhibitors pilot replicate=9.7
Cc1[nH]c(SCC(=O)Nc2cc(C(N)=O)cc(C(N)=O)c2)nc1Cc1ccccc1 | -3.0% | 2% | 7%
CCN(C[C@H]1N[C@@](Cc2ccccc2)(C(=O)OC)[C@H]2C(=O)N(C)C(=O)[C@@H]12)C(=O)Nc1ccc(F)cc1 | 0.3% | -2% | 6% | NS5 inhibitors pilot replicate=-3.6
O=C(CCc1ccc(S(=O)(=O)N2CCOCC2)cc1)Nc1ccc(F)cc1[N+](=O)[O-] | -2.8% | 0% | 6%
CC(C)C(=O)N[C@@H]1c2ccccc2CC[C@H]1OCc1ccccc1 | 0.1% | -8% | -1% | NS5 inhibitors pilot replicate=-4.2
Nc1cc(Cl)cc2c1-c1ccc(Cl)cc1C2O (stereo not given) | -2.0% | 4% | 5%
Cc1ccc(C(=O)OCC(=O)NCc2cccc(Cl)c2)cc1S(=O)(=O)N1CCCCC1 | 0.6%[50 µM] | 1% | 5%
CC(C)(C)OC(=O)C[C@@H]1C/C=C\C[C@H](CC(=O)N[C@H](CO)Cc2ccccc2)C(=O)N[C@H](Cc2ccccc2)COC1=O | 4.7% | -6% | 8%
Cc1noc(C)c1S(=O)(=O)Nc1ccc2c(c1)CC(=O)N([C@H](C)CO)C[C@H](C)[C@@H](CN(C)CC1CC1)O2 | 2.2% | 4% | 15%
C[C@H](CO)N1C[C@H](C)[C@@H](CN(C)C(=O)NC2CCCCC2)Oc2ccc(NS(=O)(=O)c3ccccc3)cc2C1=O | 0.5% | 1% | 6%
COc1ccc(Cl)cc1NC(=O)CN(C)CC(=O)NCc1ccc(F)cc1 | -0.3%[50 µM] | 7% | 2%
O=C(CSc1nccn(-c2ccc(F)c(F)c2)c1=O)NC1CCCC1 | 0.1%[50 µM] | 4% | 3%
Cc1ccc(S(=O)(=O)N2CC(O)C[C@H]2C(=O)OCC(=O)N2CCN(c3ccc(F)cc3)CC2)cc1C (stereo not given in full) | 1.5%[50 µM] | -2% | 4%
CS(=O)(=O)c1ccc(-c2sc3ccccc3c2C(=O)N2CCN(c3ccc(F)cc3)CC2)cc1 | -0.9% | 2% | 5%
CCn1cc(C2C3=C(CC(C)(C)CC3=O)N(c3ccc(C)cc3)C3=C2C(=O)CC(C)(C)C3)c(C)n1 | 0.2% | 1% | 9%
CC1CCc2c(sc(NC(=O)CSc3nc(N)cc(=O)[nH]3)c2C(N)=O)C1 (stereo not given) | 1.1%[50 µM] | -6% | 9%
C[C@H]1CN([C@@H](C)CO)C(=O)Cc2cc(NC(=O)CCC(F)(F)F)ccc2O[C@H]1CN(C)C(=O)Nc1ccc(F)cc1 | 2.3% | -5% | -2%

A portion of the results above, for reference:
SMILES | UTI89 phage lysis | NS5 inhibitors | MgcRacGAP inhibition | others
CC(C)(C)OC(=O)C[C@@H]1C/C=C\C[C@H](CC(=O)N[C@H](CO)Cc2ccccc2)C(=O)N[C@H](Cc2ccccc2)COC1=O | 4.7% | -6% | 8%
Cc1noc(C)c1S(=O)(=O)Nc1ccc2c(c1)CC(=O)N([C@H](C)CO)C[C@H](C)[C@@H](CN(C)CC1CC1)O2 | 2.2% | 4% | 15%
C[C@H](CO)N1C[C@H](C)[C@@H](CN(C)C(=O)NC2CCCCC2)Oc2ccc(NS(=O)(=O)c3ccccc3)cc2C1=O | 0.5% | 1% | 6%
COc1ccc(Cl)cc1NC(=O)CN(C)CC(=O)NCc1ccc(F)cc1 | -0.3%[50 µM] | 7% | 2%

The listing picks up, starting three compounds before the break.
SMILES | UTI89 phage lysis | NS5 inhibitors | MgcRacGAP inhibition | others
CCn1cc(C2C3=C(CC(C)(C)CC3=O)N(c3ccc(C)cc3)C3=C2C(=O)CC(C)(C)C3)c(C)n1 | 0.2% | 1% | 9%
CC1CCc2c(sc(NC(=O)CSc3nc(N)cc(=O)[nH]3)c2C(N)=O)C1 (stereo not given) | 1.1%[50 µM] | -6% | 9%
C[C@H]1CN([C@@H](C)CO)C(=O)Cc2cc(NC(=O)CCC(F)(F)F)ccc2O[C@H]1CN(C)C(=O)Nc1ccc(F)cc1 | 2.3% | -5% | -2%
N#CC1(C#N)OC12CCS(=O)(=O)c1ccccc12 (stereo not given) | 0.3% | 3% | 4%
CC(=O)C1(O)CCC2C3CCC4CC(O)CCC4(C)C3C(=O)CC21C (stereo not given) | -1.6% | -4% | 8%
COc1ccc(S(=O)(=O)N(C)C[C@@H]2Oc3ccc(NC(=O)Nc4c(C)noc4C)cc3C(=O)N([C@H](C)CO)C[C@@H]2C)cc1 | 0.2% | -1% | 5%
COc1ccc2c(COC(=O)c3ccc(C)c(S(=O)(=O)N4CCOCC4)c3)cc(=O)oc2c1 | 0.2%[50 µM] | -3% | 7%
N#Cc1ccc(C(=O)NN2C(=O)NC3(CCCCC3)C2=O)cc1 | 1.6%[50 µM] | -2% | 5%
Cc1nc(N/C(N)=N/S(=O)(=O)c2ccccc2)nc2ccccc12 | 1.4% | 4% | 4%
Cn1c(=O)c2[nH]c(CCNC(=O)c3ccccc3)nc2n(C)c1=O | 1.5% | 27% | 0%
Cc1ccc(C(c2ccc(C)c(C)c2)C(O)C2OC(=O)C(O)C2O)cc1C (stereo not given) | 1.4% | 15% | -5%
c1ccc([C@H]2CNCCN2CCc2cccc3ccccc23)cc1 | ? | -2% | 7%
CCCn1nc(C(=O)NNC(=O)c2ccc(OC(F)F)cc2)c2ccccc2c1=O | 0.9%[50 µM] | -12% | 9%
CCC1([N+](=O)[O-])COC(c2ccc(C(C)C)cc2)OC1 (stereo not given) | -2.8% | -1% | 11%
C=CCC[C@H](Cc1ccc(F)cc1)C(=O)OC[C@@H](Cc1c[nH]c2ccccc12)NC(=O)[C@H](CC=C)CC(=O)N(CCO)Cc1ccccc1 | -0.1% | -2% | -4%
COc1cc(C(=O)NC2CCN(C)CC2)ccc1Nc1ncc2c(n1)N(C1CCCCC1)CCC(=O)N2C | 3.8% | -1% | 18%
CN(Cc1ccccc1)C(=O)c1ccc(NC(=O)Cc2ccc(NC(=O)C3CCCN(C(=O)C4CCCCC4)C3)cc2)cc1 (stereo not given) | 0.4% | -5% | 8%
COc1ccc(NC(=O)CSc2ccc(NC(C)=O)cc2)cc1S(=O)(=O)N1CCOCC1 | -2.5% | 2% | 3%
O=C(CNC(=O)c1ccc(Br)o1)NCC1COc2ccccc2O1 (stereo not given) | 0.9%[50 µM] | -8% | 3%
COc1cccc(CNC(C)C(=O)Nc2ccc(S(=O)(=O)N3CCCC3)cc2)c1 (stereo not given) | 0.3%[50 µM] | -6% | 1%
C[C@@H](NC(=O)Cn1cnc2c(OCc3ccccc3)ncnc21)c1cccc2ccccc12 | 0.2% | 0% | 5% | NS5 inhibitors pilot replicate=4.8
COc1ccc(/C=C/C(=O)OCC(=O)NCCc2ccccc2)c(OC)c1 | -1.4% | 10% | 0%
CC(C)(C)OC(=O)N1CCC(C(=O)Nc2ccc(C(=O)N3CCCC3)cc2)CC1 | -0.1% | -1% | -8% | NS5 inhibitors pilot replicate=0.9
Cc1ccc(CNC(=O)COc2cccc3c2OC(C)(C)C3)cc1 | 1.1%[50 µM] | 0% | 8%
O=C(CN1C(=O)c2ccccc2S1(=O)=O)Nc1ccc(S(=O)(=O)Nc2ncccn2)cc1 | 1.1%[50 µM] | 2% | 3%
CCCCN1C(=O)C(=O)N(CC(=O)Nc2ccccc2C(C)=O)C1=O | 0.4%[50 µM] | 7% | 0%
COC1=NC(=C(c2ccccc2)c2ccccc2)OC1=O | 2.4% | 1% | 3%
